GPR151 ag = activators of human GPR151, primary screen, cell-based, PathHunter beta-arrestin, luminescence. G-protein coupled receptor 151 (Homo sapiens), Q8TDV0. PathHunter beta-arrestin GPR151 cells. activation, % at 11.2 µM. 650,000 compounds, 1% hits. AID 1508602, 2020; in the data active = activation above about 4.9%;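 also: 0% = median of compound wells and 100% = cells with positive control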
FBW7 activator = FBW7 E3 ligase activators, primary screen, biochemical, AlphaScreen, human. AlphaScreen FBW7–phospho-cyclin E peptide binding, activator screen. normalized activity (activation), % at 26.1 µM. 650,000 compounds, 0.13% hits; in the data active = normalized activity above about 1.9%;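 also: purified mutant Fbw7 with reduced substrate affinity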
Target sequence (Q969H0 whole entry, looked up): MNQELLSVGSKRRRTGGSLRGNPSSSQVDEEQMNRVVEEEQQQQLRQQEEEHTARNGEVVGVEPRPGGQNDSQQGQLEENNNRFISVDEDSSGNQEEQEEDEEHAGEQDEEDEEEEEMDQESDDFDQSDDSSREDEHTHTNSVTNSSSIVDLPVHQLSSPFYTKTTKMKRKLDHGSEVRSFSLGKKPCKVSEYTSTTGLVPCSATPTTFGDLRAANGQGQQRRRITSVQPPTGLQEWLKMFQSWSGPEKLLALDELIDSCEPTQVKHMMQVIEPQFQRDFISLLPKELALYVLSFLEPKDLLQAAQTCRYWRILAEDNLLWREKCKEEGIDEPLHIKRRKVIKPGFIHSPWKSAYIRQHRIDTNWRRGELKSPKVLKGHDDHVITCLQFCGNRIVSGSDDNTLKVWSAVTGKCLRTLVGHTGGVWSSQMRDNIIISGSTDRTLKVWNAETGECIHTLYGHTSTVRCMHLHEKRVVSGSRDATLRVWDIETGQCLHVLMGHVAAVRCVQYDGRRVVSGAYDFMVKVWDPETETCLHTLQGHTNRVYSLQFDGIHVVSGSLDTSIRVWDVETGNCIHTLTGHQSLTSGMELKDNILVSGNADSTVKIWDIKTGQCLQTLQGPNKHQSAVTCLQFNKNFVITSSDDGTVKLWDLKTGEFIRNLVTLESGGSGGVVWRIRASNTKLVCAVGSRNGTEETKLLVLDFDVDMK
MITF inh = MITF inhibitors, primary screen, biochemical, AlphaScreen, human | inhibition, % at 2.6 µM | Microphthalmia-associated transcription factor (Homo sapiens), O75030 | 650,000 compounds, 0.91% hits | AID 1259374, 2018 | AlphaScreen MITF homodimerization, bead proximity signal; in the data active = inhibition above about 50%;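 also: 0% = vehicle wells with protein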
TEAD-YAP inh = TEAD-YAP interaction inhibition, primary screen, TEAD-YAP interaction inhibitor project, luminescence, HEK-TIYL cells; inhibition, % at 9.12 µM; TEAD-Gal4/YAP UAS-luciferase luminescence; 640,000 compounds, 1.4% hits; in the data active = inhibition above about 32%;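 also: 0% = median of test compound wells and 100% = reference inhibitor wells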
An asterisk follows results filed as active.

SMILES	GPR151 ag	FBW7 activator	MITF inh	TEAD-YAP inh
Oc1ccc(O)c(CN2CCCCCC2)c1	-0.9	-0.7	82*	-2
CCN(CC)CC(O)COc1ccc(C(C)(C)CC)cc1C(C)(C)CC (stereo not given)	1.2	-0.1	-12	7
CC1CCN(C(=O)CN2C(=O)C(C)(C)Oc3ccc(C(=O)NC4CC4)cc32)CC1	0.3	-0.1	-5	11
COc1ccc(-c2cc(C(F)(F)F)nc(S(=O)(=O)CCC(=O)NC(C)C)n2)cc1	-0.8	0.0	4	0
CC1(C)CC(NC(=O)c2cc(COc3cccc(C(F)(F)F)c3)on2)CCO1 (stereo not given)	-1.1	0.4	2	-26
CC1=C(C(=O)Nc2ccc(CC(=O)NCCc3cccs3)cc2)SCCO1	0.2	0.1	-1	-17
CC(NC(=S)NCc1ccco1)C1CCCO1 (stereo not given)	2.2	0.4	13	-7
Cn1c(C(=O)O)c(CC(=O)Nc2ccc(F)c(Cl)c2)c2ccccc21	-0.2	0.1	-12	-6
CC(C)(C)NC(=O)Nc1nnc(-c2ccccc2)o1	-0.6	-0.1	-11	-13
Cc1cc(Cl)ccc1Nc1nc(NCCCO)nc2c1cnn2C	0.0	0.1	13	-5

Further records.
SMILES	GPR151 ag	FBW7 activator	MITF inh	TEAD-YAP inh
Cc1ccc(-c2csc(NC(=O)/C=C/c3ccc([N+](=O)[O-])s3)n2)o1	3.2	-0.2	-5	7
Cc1ccc(NC(=O)CS(=O)CC(=O)Nc2cccc3ccccc23)cc1 (stereo not given)	1.6	-0.1	-9	0
O=C(CCc1nnc(CCc2ccccc2)o1)NC(CCn1ccnc1)c1ccccc1 (stereo not given)	0.3	0.0	-6	-5
CCCc1cc(=O)[nH]c2nnc(SCC(=O)N3CCC(C)CC3)n12	-1.2	0.0	-2	-7
O=C(Nc1c(O)c2ccccc2oc1=O)c1cccc(F)c1	-0.1	0.2	-1	-6
C=CCn1c(SCC(=O)Nc2cc(C(F)(F)F)ccc2Cl)nnc1-c1ccco1	3.6	0.1	-1	3
O=C(C1CN(CCOc2ccc(F)cc2)CCN1)N1CCOCC1 (stereo not given)	1.0	0.1	8	-4
O=C(O)C1CC=C(Cl)CC1C(=O)Nc1cc([N+](=O)[O-])ccc1O (stereo not given)	1.7	-0.2	0	0
COC(=O)Nc1ccc(S(=O)(=O)Nc2ccc(Br)cc2)cc1	0.7	-0.1	-7	10
COc1cc(C(=O)NCCc2csc(-c3ccccc3)n2)cc(OC)c1OC	-1.2	0.0	4	-5

The results go on.
SMILES	GPR151 ag	FBW7 activator	MITF inh	TEAD-YAP inh
CCCN1CCc2nnc(C(CC(C)C)NC(=O)c3ccc(COC)o3)n2CC1 (stereo not given)	-0.6	0.0	11	2
COC(CNC(=O)c1cc2c(s1)CS(=O)(=O)C2)OC	1.1	0.4	7	-1
CC(C)N1CCc2c(sc(NC(=O)C(C)(C)C)c2C#N)C1	0.0	0.1	-5	4
CCOC(=O)c1sc2nc(SCc3c(F)cccc3F)n(Cc3ccccc3)c(=O)c2c1C	1.4	0.0	-8	4
COc1ccc(-c2noc(Cc3cccs3)n2)cc1	-1.1	0.2	7	-53
COc1ccc(CN2CCN(Cc3cc(OC)c4c(c3)OCO4)CC2)cc1OC	0.3	-0.2	34	9
O=c1oc(O)c(C=Nc2cccc(S(=O)(=O)N3CCOCC3)c2)c2ccccc12	-0.7	0.2	-9	-1
COC(=O)c1sccc1NC(=O)c1ccc(Br)o1	-0.7	0.1	-3	-1
CCOC(=O)c1c(-c2ccccc2)oc2ccc(OCC(=O)OC(C)(C)C)cc12	0.8	-0.2	-6	1
O=S(=O)(O)c1cc2c(c3c(n2O)CCCC3)c2nonc12	-0.6	-0.3	26	4

By substructure: the compounds so far containing a thiophene ring, fused or not
SMILES	GPR151 ag	FBW7 activator	MITF inh	TEAD-YAP inh
CC1=C(C(=O)Nc2ccc(CC(=O)NCCc3cccs3)cc2)SCCO1	0.2	0.1	-1	-17
Cc1ccc(-c2csc(NC(=O)/C=C/c3ccc([N+](=O)[O-])s3)n2)o1	3.2	-0.2	-5	7
COC(CNC(=O)c1cc2c(s1)CS(=O)(=O)C2)OC	1.1	0.4	7	-1
CC(C)N1CCc2c(sc(NC(=O)C(C)(C)C)c2C#N)C1	0.0	0.1	-5	4
CCOC(=O)c1sc2nc(SCc3c(F)cccc3F)n(Cc3ccccc3)c(=O)c2c1C	1.4	0.0	-8	4
COc1ccc(-c2noc(Cc3cccs3)n2)cc1	-1.1	0.2	7	-53
COC(=O)c1sccc1NC(=O)c1ccc(Br)o1	-0.7	0.1	-3	-1

The listing continues.
SMILES	GPR151 ag	FBW7 activator	MITF inh	TEAD-YAP inh
CCOC(=O)c1nc(N2CCN(c3ccc(C)cc3)C(C)C2)c2c3c(sc2n1)CCCC3 (stereo not given)	-0.5	0.0	13	0
CCOc1ccccc1NC(=O)c1c(NC(=O)C(C)(C)C)sc2c1CCCCC2	0.5	-0.2	-7	-6
O=Cc1ccccc1OCc1ccccc1[N+](=O)[O-]	-0.3	-0.1	13	0
COC(=O)C1=C(C(C)=O)C(c2cc(OC)ccc2OC)n2nnnc2N1 (stereo not given)	-0.1	-0.1	16	7
CCOC(=O)c1ccc(CNCc2ccccc2C)cc1	0.7	0.2	0	-3
O=C(O)/C=C/c1ccc(N2CCCCCC2)cc1	-0.4	0.1	-17	26
CC(C)n1cnc2c(Nc3ccccc3)nc(-c3ccc(C(=O)NC4CC4)cc3)nc21	-1.0	-0.1	-20	32*
CC12CCC(C(=O)O)(C(=O)C1=O)C2(C)C (stereo not given)	0.6	0.0	-5	3
C/C(=C\C(=O)c1ccc(Br)cc1)Nc1ccc(C(=O)O)cc1	1.0	0.1	-15	-1
CCOc1ccc(-c2[nH]nc3c2C(c2cccc([N+](=O)[O-])c2)C(C#N)=C(N)O3)cc1 (stereo not given)	1.4	-0.1	-19	-4

Going on with the list.
SMILES	GPR151 ag	FBW7 activator	MITF inh	TEAD-YAP inh
COc1ccc(NC(=O)c2ccc(-c3nn(C)c(=O)c4ccccc34)cc2)cc1C(N)=O	-0.6	1.5	10	7
COc1ccc(S(=O)(=O)Nc2ccc(-c3cn4ccccc4n3)cc2)cc1	0.5	0.0	-2	-11
CCN1CCN(C(=S)Nc2ccc([N+](=O)[O-])cc2)CC1	-0.6	-0.1	-1	-17
Cc1cc([N+](=O)[O-])nn1CCCC(=O)Nc1cnn(Cc2ccc(Cl)cc2Cl)c1	0.4	0.0	10	7
Cc1cc2ncn(C(=O)c3cccs3)c2cc1C	-0.6	-0.1	-2	-5
CN(C)CCNc1nc2c(c(=O)n(C)c(=O)n2C)n1Cc1ccccc1Cl	1.2	0.1	-7	0
CN1C(=O)N(C)C2C1NC(=O)N2CCCC(=O)O (stereo not given)	1.4	0.0	5	8
Cc1nn(C(=O)c2ccccc2Cl)c(C)c1Sc1ccc([N+](=O)[O-])cc1	-0.8	-0.1	12	10
COc1ccccc1NC(=O)CSc1nc2c(cc1C#N)CCCC2	0.9	0.2	-4	-37
CC1CCN(c2ncnc3c2c(-c2ccccc2)cn3-c2ccc(Cl)cc2)CC1	-1.5	0.1	-6	-10

Further records.
SMILES	GPR151 ag	FBW7 activator	MITF inh	TEAD-YAP inh
N#C/C(=C\c1ccc(N2CCCC2)c([N+](=O)[O-])c1)C(=O)Nc1ccccn1	-0.1	-0.2	-1	1
Cn1c(O)c(C=NCC2(C)CC(O)CC(C)(C)C2)c(=O)[nH]c1=O (stereo not given)	1.1	-0.1	6	15
COC1CCCN(C(=O)CCC2(Cc3ccc(-c4ccccc4)cc3)CCC(=O)N2)C1 (stereo not given)	-0.3	-0.1	6	-1
COc1ccc(CNC(=O)CN(C(=O)c2csnn2)c2ccc(F)c(Cl)c2)cc1	0.6	0.0	-8	0
COc1cccc(OC)c1C(=O)Nc1ccc2c(c1)OCCO2	0.5	0.3	4	-7
CC1(c2ccccc2)NC(=O)N(N)C1=O (stereo not given)	1.7	-0.1	9	6
CCOCCOC(=O)C1=C(C)NC2=C(C(=O)CCC2)C1c1ccccc1C(F)(F)F (stereo not given)	-0.6	0.0	5	-11
Cn1c(-c2sc3ccccc3c2Cl)n[nH]c1=S	-1.5	0.0	-5	-2
Cc1ccc(C2CC(c3cccs3)=NN2C(=O)CSc2nnc(CNC(=O)COc3ccccc3)n2-c2ccc([N+](=O)[O-])cc2)cc1 (stereo not given)	-1.0	0.0	3	0
O=C1Nc2ccccc2Oc2cc([N+](=O)[O-])cc(OCCO)c21	0.2	-0.6	-2	-59

More entries.
SMILES	GPR151 ag	FBW7 activator	MITF inh	TEAD-YAP inh
O=S(=O)(NCc1ccccc1Cl)c1ccc2[nH]c3nc4nc(-c5ccc(Br)cc5)cn4nc3c2c1	-1.8	-0.1	9	6
CC(C)N(C(=O)Cn1nc(C(=O)O)c2ccccc2c1=O)c1ccccc1	0.1	0.0	4	5
CC(C)c1ccc(/C=C2N=C(/C=C\c3cccc([N+](=O)[O-])c3)OC/2=O)cc1	1.5	0.2	-1	11
Cc1ccc(S(=O)(=O)C(CC(=O)c2ccccc2)c2cccs2)cc1 (stereo not given)	1.7	-0.1	-3	-22
COc1ccc(C(=O)Nc2ccc(O)c(C)c2C)cc1	-1.5	0.2	9	-14
O=C(O)c1cccc(-c2cccc(C(=O)O)c2)c1	-0.2	0.2	12	2
O=C(COc1ncnc2sc3c(c12)CCC3)c1ccc2c(c1)OCCO2	-0.3	0.0	2	4
OC(CN(Cc1ccccc1)Cc1ccccc1)Cn1c2ccc(Cl)cc2c2cc(Cl)ccc21 (stereo not given)	-0.6	0.0	20	-3
CN(C)c1ccc(/C=C2\CCC/C(=C\c3cccs3)C2=O)cc1	0.3	0.1	13	-12
COc1ccc(C(=O)Nc2nn3c(-c4ccco4)nnc3s2)cc1	2.1	-0.1	3	5

(next part)
Compound	GPR151 ag	FBW7 activator	MITF inh	TEAD-YAP inh
Cc1cc(OCC(O)CN2CCOCC2)ccc1C(C)C (stereo not given)	-0.3	0.0	-6	11
COc1ccc(N2C(=O)CN(C(=O)c3csc(C(C)=O)c3)CC23CCCC3)cc1	-1.4	0.1	9	14
Cc1nc2ccc(S(=O)(=O)N(C)CC(=O)NC3CCCC3)cc2s1	0.7	0.0	-5	0
CC(C(=O)c1ccc(F)cc1)n1cnc(-c2ccc(F)cc2)cc1=O (stereo not given)	1.1	-0.1	-1	-24
COc1cc(/C=C2\C(=O)NC(=O)N(c3ccc(C(=O)O)cc3)C2=O)ccc1O	-0.4	-0.3	5	7
Cc1ccsc1/C=N/NC(=O)c1nnn(-c2nonc2N)c1C	-0.1	0.1	-3	-7
Cc1ccc(C(=O)O[C@H](C(=O)O)[C@H](OC(=O)c2ccc(C)cc2)C(=O)O)cc1 (tested in a mixture with another compound)	-1.4	0.0	6	-8
Cn1c2ccccc2c2ccc(C=O)cc21	-1.6	0.1	-8	10
CC(NS(=O)(=O)c1ccccc1)C1C2CC3CC(C2)CC1C3 (stereo not given)	2.8	0.3	-16	-1
CCc1cc(C(=O)OC)c(NC(=O)CC2SC(=NC)N(C)C2=O)s1 (stereo not given)	-0.2	0.3	16	-4
CCOC(=O)c1c(-c2ccc(Br)cc2)csc1NC(=O)CSc1ccccc1	0.1	0.3	4	2
CC(C(=O)NCc1ccco1)N(C(=O)c1ccc(Cl)nc1)C1CCCCC1 (stereo not given)	-1.2	-0.1	0	2
O=Cc1cc(Cl)ccc1OS(=O)(=O)c1ccccc1[N+](=O)[O-]	0.7	0.1	13	-3
CCC(CO)Nc1ccc2ncc(-c3ccc(O)cc3)n2n1 (stereo not given)	-0.3	0.1	-10	4
COc1ccc(OC(=O)COc2ccc3ccccc3c2)cc1	0.8	0.0	10	-5
O=c1c2ccc(Cl)cc2[nH]c(=S)n1CCc1ccc(Cl)cc1	1.0	0.0	5	1
CS(=O)(=O)c1ccc(CCN2CCc3nc4ncc(Cl)cc4cc3C2)cc1	0.6	0.1	6	0
COc1ccc(Nc2c(-c3ccc(Cl)cc3)c(=O)c2=O)cc1	0.6	0.0	-6	-4
O=C(Nc1cc(Oc2ccccc2)cc([N+](=O)[O-])c1)c1nn2c(C(F)(F)F)cc(-c3ccco3)nc2c1Cl	-0.1	0.2	14	-2
CCN(CC(=O)Nc1cc(F)ccc1F)CC(=O)NC(C)C	-0.5	0.3	63*	-5
CC(c1ccccc1)n1c(O)c2ccc(C(=O)N=NC(=O)c3ccccc3)cc2c1O (stereo not given)	1.1	0.6	4	0
Cc1sc2ncnc(SCC(=O)NC(C)c3ccccc3)c2c1C (stereo not given)	0.7	-0.1	14	5
O=C(NC1CCCCC1)C(c1ccccc1)N1CCC2(CC1)OCCO2 (stereo not given)	-0.8	-0.1	-11	3
COc1cc(C)c2c(=O)c(-c3csc(C)n3)coc2c1	0.3	0.3	9	-71
O=C(Nc1nccs1)c1ccc(Cl)c(S(=O)(=O)N2CCCCC2)c1	1.8	-0.2	1	-2
S=C1NC2(CCCCCC2)NN1c1ccccc1	0.5	-0.1	3	-11

Compound activity from PubChem.
